GSH fluor: compound fluoresces at 488/530 nm on GSH beads; GSH beads flow cytometry, compound fluorescence 488/530 nm; hits give high values; fluorescence (KMESF) at 10 µM; hit rate 0.25% among 190,000; in the data active = fluorescence above about 89;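 note: glutathione beads carrying GST-tagged Bcl family fusion proteins plus one bare bead set; values are compound well signal with DMSO vehicle wells as background; inactives centre near 16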
Bim-Bcl-W: human Bim-Bcl-W interaction inhibition | bead-based flow cytometry, Bim peptide-Bcl-W binding | hit rate 0.02% among 190,000 | inhibition, % at 10 µM;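 note: 0% = bound tracer without compound and 100% = peptide blocker; higher means less fluorescent Bim peptide bound to Bcl-W beads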
Target sequence (Q92843 whole entry, looked up): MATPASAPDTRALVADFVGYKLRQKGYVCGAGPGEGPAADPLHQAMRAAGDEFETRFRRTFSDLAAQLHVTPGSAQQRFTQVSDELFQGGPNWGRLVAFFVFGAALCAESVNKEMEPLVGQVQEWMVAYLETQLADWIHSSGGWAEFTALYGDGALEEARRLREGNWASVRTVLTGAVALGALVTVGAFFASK
RGS8-Gao: human RGS8-Galphao interaction regulation; P09471; multiplexed bead flow cytometry, RGS8-Galphao binding; actives lie on both sides; response (percent of control binding), % at 10 µM; hit rate 0.34% among 220,000; AID 1423; in the data active = response below about 60% or above about 140%; inactive = in between;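 note: Galphao activated as the GDP aluminium fluoride complex binding bead-coupled RGS8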
Target sequence (P09471 whole entry, looked up): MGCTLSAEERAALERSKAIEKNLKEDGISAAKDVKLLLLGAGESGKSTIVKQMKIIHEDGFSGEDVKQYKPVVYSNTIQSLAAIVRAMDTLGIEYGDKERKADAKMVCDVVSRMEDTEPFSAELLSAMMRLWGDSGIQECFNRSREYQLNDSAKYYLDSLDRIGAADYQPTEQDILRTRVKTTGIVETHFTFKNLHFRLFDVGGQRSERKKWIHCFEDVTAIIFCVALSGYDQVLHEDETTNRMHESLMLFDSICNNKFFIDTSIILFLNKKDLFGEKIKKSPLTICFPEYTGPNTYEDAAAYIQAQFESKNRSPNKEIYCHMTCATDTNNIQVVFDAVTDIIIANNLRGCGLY
Bim-Bcl-XL: disrupts Bim peptide binding to human Bcl-XL | Q07817 | bead flow cytometry, fluorescence | inhibition, % at 10 µM | hit rate 0.04% among 190,000 | AID 1007
Target sequence (Q07817 whole entry, looked up): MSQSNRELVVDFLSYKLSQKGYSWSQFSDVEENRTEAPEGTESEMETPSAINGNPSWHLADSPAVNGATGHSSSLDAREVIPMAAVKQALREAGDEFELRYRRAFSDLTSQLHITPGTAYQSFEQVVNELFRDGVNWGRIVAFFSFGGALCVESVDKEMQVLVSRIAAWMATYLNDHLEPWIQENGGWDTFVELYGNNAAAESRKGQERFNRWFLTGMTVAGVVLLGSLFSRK
ABCG2 inh: inhibitors of human ABCG2 transporter, ABCB1 counter-screen. Q9UNQ0. IgMXP3 cells, JC-1 efflux, flow cytometry. inhibition, % at 6.6 µM. hit rate 0.1% among 190,000. AID 1325;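 active = inhibition above 80%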;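 note: 0% = DMSO and 100% = nicardipine control wells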
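Times: 10 min at 25 °C | Test system: Two drug-resistant human cell lines, ABCG2 and ABCB1 | Quantity: 3 million cells/mL final, two lines in 1:1 ratio | Signal: Flow cytometry, 530 nm JC-1 signal | Dosing: Compound at 6.6 µM | Controls: Nicardipine and DMSO wells | Reagent: JC-1 as fluorescent efflux pump substrate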
Bim-Bcl-B: inhibitors of Bim-Bcl-B interaction, human; Q9HD36; bead-based flow cytometry, Bim peptide-Bcl-B binding; inhibition, % at 10 µM; hit rate 0.073% among 190,000; AID 951;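 note: 0% = tracer peptide without compound and 100% = reference inhibitor peptide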
RGS4-Gao reg: modulates binding of RGS4 to human Galphao; P09471; Multiplexed bead flow cytometry; actives lie on both sides; binding response (% of control), % at 10 µM; hit rate 0.33% among 220,000; in the data active = binding response below about 49% or above about 150%; inactive = in between;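 note: fluorescent Galphao activated with aluminum fluoride binding bead-coupled RGS4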
ABCB1 block: blocks JC-1 efflux by human ABCB1 transporter | inhibition, % at 6.6 µM | P08183 | CCRF-Adr cells, flow cytometry | AID 1326 | hit rate 0.067% among 190,000; in the data active = inhibition above about 40%;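 note: 0% = vehicle and 100% = reference inhibitor; higher value means more JC-1 retained so stronger ABCB1 efflux block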
Bim-Bcl-2: inhibitors of Bim-Bcl-2 interaction, human; P10415; Bead-based flow cytometry, Bim peptide-Bcl-2 binding; inhibition, % at 10 µM; hit rate 0.06% among 190,000; in the data active = inhibition above about 40%; inconclusive = no clear call, values can overlap the other calls;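 note: 0% = no compound wells with probe peptide and 100% = reference peptide inhibitor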
Target sequence (P10415 whole entry, looked up): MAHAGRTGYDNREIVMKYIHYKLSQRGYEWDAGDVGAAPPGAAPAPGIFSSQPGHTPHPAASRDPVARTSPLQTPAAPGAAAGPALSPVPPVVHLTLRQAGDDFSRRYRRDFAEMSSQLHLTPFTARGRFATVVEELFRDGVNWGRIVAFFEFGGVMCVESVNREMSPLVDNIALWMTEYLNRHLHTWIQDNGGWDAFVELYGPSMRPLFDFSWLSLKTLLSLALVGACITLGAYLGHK
RGS7-Gao: human RGS7-Galphao interaction regulation; binding response (% of control), % at 10 µM; Multiplexed bead flow cytometry, RGS7-Galphao binding; actives lie on both sides; hit rate 0.35% among 220,000; P09471; in the data active = binding response below about 49% or above about 150%; inconclusive = no clear call, values can overlap the other calls; inactive = in between;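 note: fluorescent Galphao held in activated GDP-AlF4 state binding bead-coupled RGS7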
Bfl-1 Bim block: inhibitors of Bim-Bfl-1 interaction, human; Bead-based flow cytometry, Bim-Bfl-1 binding inhibition; inhibition, % at 10 µM; hit rate 0.12% among 190,000; AID 1008;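 note: 0% = wells without compound plus tracer and 100% = blocker peptide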
Numbers without * were called inactive; ? = inconclusive. Cut-off read from the data, not from the text of the source, unless noted: active = inhibition above about 40%.

SMILES | GSH fluor | Bim-Bcl-W | RGS8-Gao | Bim-Bcl-XL | ABCG2 inh | Bim-Bcl-B | RGS4-Gao reg | ABCB1 block | Bim-Bcl-2 | RGS7-Gao | Bfl-1 Bim block
CC1=CC2=NC(=O)/C(=C\c3cccn3CCOc3cc(C)ccc3C)C(=N)N2O1 | 13 | 10 | 104 | 11 | 4 | 5 | 108 | 1.1 | 7 | 101 | 10
CCOc1ccc(NS(=O)(=O)c2ccc(C)c(C(N)=O)c2)cc1 | 17 | -2 | 100 | -10 | -3 | -9 | 99 | -0.1 | -5 | ? | -11
CC(C)(C)C1CCc2sc(-c3nnc(CCl)o3)cc2C1 (configuration not stated) | 7 | 1 | 99 | -1 | -2 | -1 | 101 | -0.7 | 0 | 96 | -3
N=c1c(C(=O)NC2CCCC2)cc2c(=O)n3ccccc3nc2n1CCN1CCOCC1 | 11 | 3 | 102 | 0 | 1 | -4 | 101 | 0.2 | -5 | 99 | -6
O=C(CNc1cccc(C(F)(F)F)c1)N/N=C/c1cccc(Br)c1 | 11 | -1 | 99 | -7 | 0 | -4 | 104 | 0.0 | -7 | 100 | -13
CCn1cc(/C=C2\SC(=O)N(CC(=O)Nc3ccc4c(c3)OCO4)C2=O)c2ccccc21 | 16 | 0 | 103 | 4 | -1 | 1 | 106 | -0.3 | 0 | 104 | 0
Cc1ccsc1/C=N/NC(=O)Nc1ccccc1 | 27 | -1 | 105 | -4 | 12 | -4 | 105 | 0.5 | -2 | 111 | -2
O=C(O)[C@@H]1CCCN1c1ncnc2sc3c(c12)CCC3 | 5 | 2 | 102 | 0 | 0 | -5 | 101 | 0.2 | -4 | 101 | -4
CN(CCc1ccccn1)C(=S)NC(=O)c1ccco1 | 26 | 2 | 103 | 3 | 1 | -4 | 102 | 0.2 | -3 | 105 | 0
Cc1ccccc1NC(=O)Cc1cn(C)c2ccccc12 | 21 | 1 | 103 | -1 | 5 | 0 | 101 | 0.9 | -3 | 102 | -4
CCn1c(C)c(C(C)=O)c(N2CCCC2)nc1=S | 20 | -3 | 98 | -6 | 3 | 0 | 96 | 0.8 | 0 | 96 | 1
CCOc1ncccc1C(=O)OCC(=O)c1cccc(Br)c1 | 16 | -2 | 87 | -1 | 2 | -4 | 73 | 0.2 | -4 | ? | -8
COCCNC(=O)c1ccc(Cn2c(=S)[nH]c3cc4c(cc3c2=O)OCO4)cc1 | 10 | 0 | 96 | 1 | -2 | -9 | 101 | -0.7 | -1 | 102 | 2
CCOc1ccc(Nc2nc(Cc3nnc(SCC(=O)NCC4CCCO4)n3C)cs2)cc1 (configuration not stated) | 29 | -6 | 96 | -6 | 1 | -10 | 104 | 0.0 | -3 | 101 | -20
CCOC(=O)C1=C(C)NC2=C(C(=O)CCC2)C1c1cn(Cc2ccc(Cl)cc2Cl)nc1-c1ccccc1 (configuration not stated) | 23 | 0 | 103 | -8 | 5 | -10 | 103 | 16 | -10 | 103 | -15
CC(=O)CSc1nc(N)c(C#N)c(-c2cccs2)c1C#N | 26 | 3 | 100 | -7 | 13 | -7 | 99 | 0.5 | -9 | 102 | -18
Cc1cc(C(=O)CSc2nncs2)c(C)n1-c1c(C)n(C)n(-c2ccccc2)c1=O | 22 | 1 | 96 | 9 | 1 | -2 | 97 | 0.2 | 2 | 97 | 1
N#Cc1c(NC(=O)CSc2nnnn2C2CCCC2)sc2c1CCCC2 | 34 | 2 | 97 | -7 | 2 | -5 | 99 | 0.4 | -9 | 102 | -8
CN(Cc1ccccc1)C(=O)COC(=O)c1ccc(Cl)cc1N | 13 | 0 | 102 | 0 | -1 | 0 | 101 | -0.4 | 0 | ? | -5
N#CCc1c(C#N)c(N)nc(N2CCCC(O)C2)c1C#N (configuration not stated) | 10 | 1 | 96 | 0 | -1 | 2 | 97 | -0.3 | 5 | 100 | 1
CCNC(=O)NC(=O)C(C)OC(=O)c1oc2ccc(OC)cc2c1C (configuration not stated) | 14 | 0 | 102 | -7 | 2 | -6 | 103 | 0.3 | -6 | 99 | -17
C#CCn1cc(/C=N/Nc2nc3ccccc3[nH]2)c2ccccc21 | 13 | -7 | 113 | -10 | 1 | -11 | 107 | 0.0 | -6 | 105 | -5
CC(=O)Nc1ccc(S(=O)(=O)N(C)CC(=O)NC2=NCCS2)cc1 | 9 | -3 | 91 | -6 | 2 | 0 | 76 | 0.5 | 0 | 89 | 3
COc1ccc(/C(N)=N/OC(=O)Cc2ccc(C)cc2)cc1 | 10 | -5 | 100 | -8 | 4 | -10 | 104 | 0.4 | -8 | 106 | -11
CC1=NN(c2nc(-c3ccc(Cl)cc3)cs2)C(=O)C1 | 20 | -7 | 99 | -8 | -16 | 0 | 101 | -1.1 | 1 | 97 | -6
O=C(NCc1ccco1)c1cc(-c2ccncc2)nc2ccccc12 | 14 | 3 | 102 | 1 | 3 | -5 | 100 | 0.4 | -1 | 98 | -7
Cn1nc([N+](=O)[O-])nc1S(C)(=O)=O | 13 | -3 | 99 | 0 | 9 | -3 | 96 | 0.2 | -2 | ? | -2
CCOc1ccccc1N1C(=O)CC(Nc2ccc(N3CCOCC3)cc2)C1=O (configuration not stated) | 245* | 5 | 79 | 8 | 3 | 8 | 64 | 1.6 | 4 | 79 | 5
CS(=O)(=O)N(CC(=O)N1CCN(Cc2ccccc2)CC1)C1CCCCC1 | 20 | -5 | 106 | -2 | -1 | -2 | 102 | -0.2 | -3 | 101 | 0
CCNC(=S)N1CCN(c2cccc(C(F)(F)F)c2)CC1 | 9 | -1 | 103 | -2 | 25 | -14 | 104 | 1.0 | -2 | 101 | -1
O=C(Cc1cccs1)NCCc1cn2ccccc2n1 | 18 | 1 | 102 | -5 | 4 | -3 | 99 | 0.6 | -3 | 98 | -8
O=C(CSc1ccc(-c2ccccn2)nn1)NC1CCCCC1 | 11 | 2 | 102 | 0 | 4 | 6 | 101 | 0.3 | 6 | ? | 6
Cn1ncc([N+](=O)[O-])c1C(=O)Nc1ccc(C2CCCCC2)cc1 | 14 | 1 | 93 | 0 | 8 | 4 | 91 | 0.3 | 3 | ? | 5
CCOC(=O)C1=NN(c2ccccc2)C(=O)/C1=C\c1ccc(N(C)C)cc1 | 35 | 0 | 100 | -2 | 1 | -5 | 101 | 0.0 | -6 | 99 | -7
CN(C)c1ccc(NC(=O)c2cn(-c3ccccc3)nc2-c2cccs2)cc1 | 31 | 4 | 94 | -8 | 2 | -10 | 87 | -0.2 | -8 | 96 | -6
FC(F)(F)c1cccc(NC(=S)N2CCN(c3cccc(C(F)(F)F)c3)CC2)c1 | 30 | 0 | 101 | -2 | 12 | -6 | 100 | 1.1 | -8 | 98 | -13
O=C(NCc1ccccc1)c1noc2c1CCCC2 | 22 | 1 | 100 | -5 | 0 | -6 | 100 | -0.2 | -7 | 96 | -18
Cc1cccc(C(=O)NC(=S)Nc2ccc(S(=O)(=O)N3CCN(C)CC3)cc2)c1 | 28 | -1 | 105 | -3 | 1 | -6 | 103 | 0.7 | -5 | 103 | -7
O=C(N/N=C1/CC2C=CCC12)c1ccc(Br)o1 (configuration not stated) | 11 | -2 | 73 | -6 | -4 | -3 | 94 | -0.5 | -1 | 98 | -2
CCNC(=S)N/N=C/c1ccc(OCC(=O)Nc2ccc(C)cc2)cc1 | 22 | -1 | 101 | -3 | -1 | -1 | 102 | -0.6 | 0 | 101 | -2

Three of these compounds in another layout.
Order of values – GSH fluor, Bim-Bcl-W, RGS8-Gao, Bim-Bcl-XL, ABCG2 inh, Bim-Bcl-B, RGS4-Gao reg, ABCB1 block, Bim-Bcl-2, RGS7-Gao, Bfl-1 Bim block
> FC(F)(F)c1cccc(NC(=S)N2CCN(c3cccc(C(F)(F)F)c3)CC2)c1
 : 30, 0, 101, -2, 12, -6, 100, 1.1, -8, 98, -13
> O=C(NCc1ccccc1)c1noc2c1CCCC2
 : 22, 1, 100, -5, 0, -6, 100, -0.2, -7, 96, -18
> Cc1cccc(C(=O)NC(=S)Nc2ccc(S(=O)(=O)N3CCN(C)CC3)cc2)c1
 : 28, -1, 105, -3, 1, -6, 103, 0.7, -5, 103, -7

(list continues)
SMILES | GSH fluor | Bim-Bcl-W | RGS8-Gao | Bim-Bcl-XL | ABCG2 inh | Bim-Bcl-B | RGS4-Gao reg | ABCB1 block | Bim-Bcl-2 | RGS7-Gao | Bfl-1 Bim block
CCc1nnc(NC(=O)OCc2ccccc2)s1 | 49 | -1 | 97 | -3 | 4 | 1 | 86 | 0.5 | -1 | 87 | -5
CC(C)(CCl)C(=O)Nc1ccc(OC(F)(F)F)cc1 | 15 | 1 | 101 | 0 | 18 | -1 | 101 | 1.4 | -5 | 105 | -5
C[N+](C)(C)CCCN1C(=O)CCCC1=O | 12 | -2 | 102 | 0 | 1 | -3 | 100 | 0.2 | -1 | 99 | -1
CN1CCN(Cc2c(O)ccc3c(=O)c(Oc4ccccc4Cl)c(C(F)(F)F)oc23)CC1 | 27 | -1 | 102 | -4 | 0 | -11 | 99 | 0.3 | -9 | 98 | -13
CC(=O)Nc1ccc(NC(=O)COC(=O)C2c3ccccc3Oc3ccccc32)cc1 | 9 | 0 | 101 | -3 | -2 | 8 | 102 | -1.2 | -3 | 104 | -3
Cc1ccc(NC(=S)NC(NC(=O)C(C)(C)C)C(Cl)(Cl)Cl)c(C)c1 (configuration not stated) | 12 | -1 | 102 | 0 | 1 | -9 | 102 | 0.1 | 0 | 101 | 1
Cc1cccc(OCC(=O)Nc2ccc3c(c2)nc(CCN2CCN(C)CC2)n3C)c1 | 17 | 0 | 100 | 1 | 1 | 0 | 108 | 0.2 | -2 | 105 | -1
C=C(C)C1CC=C(C)/C(=N/NC(=O)CNc2ccc(OCC)cc2)C1 (configuration not stated) | 14 | -1 | 97 | -3 | 3 | 0 | 100 | 0.4 | 0 | 103 | 0
CC(=O)Nc1ccc(NC(=O)CSc2ccc(-c3cccs3)nn2)cc1 | 14 | 1 | 103 | -1 | -2 | -2 | 102 | -0.8 | -3 | ? | -3
CCc1sc(C(=O)Nc2cc(Cl)ccc2N2CCCCC2)cc1C | 13 | -2 | 102 | -1 | 3 | -2 | 99 | 0.6 | -6 | 98 | -1
CN(Cc1cccc(F)c1)C(=O)c1ccc(S(=O)(=O)C(F)F)cc1 | 34 | -1 | 101 | 4 | -2 | -7 | 101 | -2.3 | -9 | 92 | -13
Nc1[nH]n2c(=O)cc(-c3ccccc3)nc2c1N=Nc1ccc2c(c1)OCO2 | 11 | 11 | 102 | 10 | -1 | 4 | 97 | -0.8 | 5 | 98 | 9
Fc1ccc2c(c1)[C@H]1OCC[C@H]1[C@@H](c1ccco1)N2 | 21 | -7 | 102 | -9 | 9 | -7 | 102 | -0.2 | -9 | 102 | -10
CCCCOc1ccc(NC(=O)Cn2c(=O)ccc3c(C)cc(C)nc32)cc1 | 20 | 1 | 101 | -2 | 17 | -2 | 98 | 4.3 | -6 | 96 | -14
COc1ccc(CNc2nc3ccccc3n2CCN2CCOCC2)cc1 | 11 | -2 | 107 | -3 | 6 | -2 | 103 | 1.5 | -3 | 105 | -2

Screening data as filed in PubChem.
